# Bioassay records (PubChem)
# IDH1 R132H inh: human IDH1 R132H inhibition | hit rate 0.093% among 390,000 | AID 602179 | Potency, µM (titrated, usually from 76.6 µM), inactives show at the highest dose activity change, negative = inhibition, usual class: inhibitors | O75874 | IDH1-R132H enzyme, NADPH consumption, diaphorase/resazurin fluorescence; note: potency is the fitted concentration of half-maximal effect; % is set by controls: 0 for no effect and ±100 for the full control effect; nearly all actives have a fitted effect of over 65% in size
#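 IDH1-R132H (0.5 ug/mL dispensed) in pH 7.5 Tris buffer was preincubated 30 min with compound, then given a substrate mix of 0.016 mM NADPH and 2 mM alpha-KG for 80 min at room temperature; remaining NADPH was read by diaphorase/resazurin fluorescence.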
# rTrxR1 inhibitor: inhibitors of rat thioredoxin reductase 1. O89049. recombinant rTrxR1, NADPH fluorescence consumption, selenite substrate. Potency, µM (top dose mostly 114 µM), inactives show top-dose activity change, negative = inhibition, usual class: inhibitors. hit rate 1% among 390,000; note: potency is the fitted concentration of half-maximal effect; % is set by controls: 0 for no effect and ±100 for the full control effect; nearly all actives have a fitted effect of over 65% in size
#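 Rat TrxR1 (90 nM in the dispensed reagent) was pre-reduced with 400 uM NADPH for 5 min at room temperature, then incubated with compound for 15 min. After 400 uM selenite was added, NADPH fluorescence (Ex 340/Em 450 nm) was followed for 8 min.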
# USP1-UAF1 inh: inhibitors of human USP1/UAF1 deubiquitinase; O94782; recombinant USP1/UAF1, Ub-Rhodamine cleavage fluorescence; Potency, µM (top dose mostly 57.1 µM), for the others: top-dose activity change, negative = inhibition, most hits filed as inhibitors; hit rate 0.23% among 390,000; AID 743255; note: potency is the fitted concentration of half-maximal effect; % is set by controls: 0 for no effect and ±100 for the full control effect; nearly all actives have a fitted effect of over 60% in size; inactives centre near -12
#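 USP1/UAF1 complex at 1 nM was preincubated with compound for 15 min at room temperature, then Ub-Rho substrate (150nM final) was added. Fluorescence (480/540 nm) was read kinetically, 6 reads every 60 seconds.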
# D2 antagonist: antagonizes the human D2 dopamine receptor | HEK293 TREx D2 cells, calcium flux, dopamine EC80 | inhibition, % at 10 µM | hit rate 2% among 340,000 | P14416; in the data active = inhibition above about 30%; note: 0% is about no effect
# Target sequence (P14416 whole entry, looked up): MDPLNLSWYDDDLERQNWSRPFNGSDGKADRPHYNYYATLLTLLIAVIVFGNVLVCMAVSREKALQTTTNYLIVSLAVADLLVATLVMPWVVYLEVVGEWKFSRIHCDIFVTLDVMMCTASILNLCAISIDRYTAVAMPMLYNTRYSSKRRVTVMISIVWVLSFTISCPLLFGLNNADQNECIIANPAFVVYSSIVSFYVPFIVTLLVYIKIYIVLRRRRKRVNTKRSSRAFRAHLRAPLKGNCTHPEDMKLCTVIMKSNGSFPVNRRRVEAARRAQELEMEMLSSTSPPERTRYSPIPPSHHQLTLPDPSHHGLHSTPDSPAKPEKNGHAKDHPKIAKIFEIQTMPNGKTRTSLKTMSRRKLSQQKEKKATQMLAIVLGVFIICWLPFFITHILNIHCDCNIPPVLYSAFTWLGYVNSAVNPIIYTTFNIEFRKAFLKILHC
#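 Tetracycline-induced HEK293 T-REx cells expressing D2 force-coupled to calcium signalling were dye-loaded, exposed to compound for 180 s, then challenged with an EC80 of dopamine; calcium flux was followed kinetically for a further 180 s.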
# TRHR PAM: allosterically enhances the human TRH receptor | AID 493056 | hit rate 0.66% among 360,000 | TRHR cells, fluo-8 calcium fluorescence, EC20 TRH enhancement | enhancement, % at 2 µM | P34981; in the data active = enhancement above about 30%; note: 0% is about no effect
# Target sequence (P34981 whole entry, looked up): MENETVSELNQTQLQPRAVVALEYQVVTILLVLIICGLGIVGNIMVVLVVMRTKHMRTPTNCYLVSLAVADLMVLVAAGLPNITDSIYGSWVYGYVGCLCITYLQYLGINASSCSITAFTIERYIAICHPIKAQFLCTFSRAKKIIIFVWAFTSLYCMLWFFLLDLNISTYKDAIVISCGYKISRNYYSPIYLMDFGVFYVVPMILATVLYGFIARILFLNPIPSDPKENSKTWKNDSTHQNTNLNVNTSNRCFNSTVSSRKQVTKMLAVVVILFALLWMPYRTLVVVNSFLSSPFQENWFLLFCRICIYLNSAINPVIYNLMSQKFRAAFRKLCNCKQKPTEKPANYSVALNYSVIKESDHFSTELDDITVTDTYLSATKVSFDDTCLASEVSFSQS
#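 Enhancer read-out: after compound pinning and an initial kinetic agonist-mode read, an EC20 of TRH (10 nM final) was injected and fluo-8 calcium signal (Ex 480/Em 530) followed at 1 s/cycle for 100 cycles in TRHR-expressing cells.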
# D2 agonist: agonists of human D2 dopamine receptor. P14416. HEK293 T-REx D2 cells, calcium flux agonist mode. activation, % at 2 µM. hit rate 0.53% among 340,000;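 active = activation over 3 SD above normal in the single-dose calcium agonist read, cut at about 30% in these data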; note: 0% is about no effect
#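 Tetracycline-induced HEK293 Trex cells with D2 receptor force-coupled to calcium signaling, plated overnight at 30 C and loaded with no-wash calcium dye. Calcium flux read kinetically for 180 s after compound addition; responses flag agonists.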
# TRHR ag: agonists of human TRH receptor; activation, % at 2 µM; AID 493084; TRHR cells, calcium flux fluo-8, FDSS agonist mode; hit rate 0.18% among 360,000; P34981; in the data active = activation above about 30%; note: 0% is about no effect
#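 In this calcium-flux screen, cells bearing human TRHR are dye-loaded with fluo-8, baselined for 10 cycles, then exposed to library compounds; positive kinetic calcium responses during the agonist phase mark hits, with TRH as control.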
# TrxR1 substrate: substrates of rat thioredoxin reductase 1. Potency, µM (top dose mostly 114 µM), for the others: top-dose activity change, negative = substrate turnover. purified TrxR1 substrate turnover, NADPH consumption readout. hit rate 0.01% among 390,000. O89049. AID 588456; note: potency is the fitted concentration of half-maximal effect; % is set by controls: 0 for no effect and ±100 for the full control effect; nearly all actives have a fitted effect of over 50% in size
#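 Rat TrxR1, dispensed at 90 nM, was prereduced with 400 uM NADPH (final) for 5 min at ~22 deg C, then incubated with compound 15 min before 400 uM selenite. A first-read NADPH fluorescence drop versus no-compound background flagged substrates.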
# Pin1 inhibitor: inhibitors of human Pin1; hit rate 0.009% among 390,000; Potency, µM (titrated, usually from 115 µM), inactives show at the highest dose activity, negative = inhibition, hits mostly inhibitors; Pin1 FP peptide displacement, HiFluor488, 10 min; AID 504891; active = well fitted inhibition curve with a large enough effect in the polarisation, with a control signal flat, not every such curve was filed as active; inconclusive = small, poorly fitted or top-dose-only effect, or effect the other way, or a change in a side signal; inactive = no such curve, though single readings can be large or run the other way; the % refers to the polarisation; note: potency is the fitted concentration of half-maximal effect; % is set by controls: 0 for no effect and ±100 for the full control effect
# Target sequence (Q13526 whole entry, looked up): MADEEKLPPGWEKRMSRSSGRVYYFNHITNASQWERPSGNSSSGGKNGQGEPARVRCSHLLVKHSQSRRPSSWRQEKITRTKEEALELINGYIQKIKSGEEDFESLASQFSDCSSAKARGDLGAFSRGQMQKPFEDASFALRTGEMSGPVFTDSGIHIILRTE
# An asterisk follows results filed as active; ? = inconclusive; / = no result given; [ ] = remark or other dose. Unless noted, calls come from the whole dose curve; as a rule, active = well fitted inhibition curve with a large enough effect; inconclusive = small, poorly fitted or top-dose-only effect; inactive = no such curve, though single readings can be large or run the other way. Not all compounds are listed, so the mix of outcomes need not match the whole.
SMILES,IDH1 R132H inh,rTrxR1 inhibitor,USP1-UAF1 inh,D2 antagonist,TRHR PAM,D2 agonist,TRHR ag,TrxR1 substrate,Pin1 inhibitor
COc1ccccc1N1CCN(c2nc3c(S(=O)(=O)c4ccccc4)nnn3c3ccc(Cl)cc23)CC1,-15.5%,14.9%,-5.3%,/,0.4,0.3,-0.2,0.0%,8.9%
CCC1=C2CC[C@H]3C(=O)N(CC(=O)OC)C(=O)[C@H]3[C@H]2[C@@]2(C)C(=NCC(=O)OC)OC(=O)N2C1=O,0.7%,12.5%[57.1 µM],-18.4%,27.6,2.3,-0.7,-0.3,10.3%[57.1 µM],0.0%
CCn1c(=N)n(CC(O)COc2cccc(C)c2)c2ccccc21 (configuration not stated),3.5%,3.1%[57.1 µM],-16.0%,-8.9,-3.0,-0.3,-1.3,5.5%[57.1 µM],-12.3%
COC(=O)c1cc(NC(=O)CN(c2ccccc2)S(=O)(=O)N(C)C)ccc1Cl,-4.9%,23.5%,-32.7%,/,1.6,/,-0.3,-1.6%,0.6%
COc1cccc(C(=O)NNC(=O)C(=O)N2CCCCC2)c1,-7.4%,-0.5%,-24.2%,1.5,-6.8,0.5,0.2,-3.6%,-8.2%
CCn1cc(C(=O)N2CCc3ccccc3C2)c(=O)c2cc(S(=O)(=O)N3CCCCC3)ccc21,/,/,/,-14.1,-7.6,68.1*,-0.3,/,/
S=C(Nc1ccccc1)N1CCC(C2CCN(C(=S)Nc3ccccc3)CC2)CC1,-0.1%,-10.1%[57.1 µM],0.9%,-8.2,6.6,1.3,-0.1,5.9%[57.1 µM],-9.8%
Cc1ccc(C(=O)C2CCOC(C)(C)C2)cc1 (configuration not stated),-5.4%,-11.5%,-16.8%,23.4,7.1,-0.7,-0.2,-10.6%,-2.1%
O=C(Nc1ccccc1)c1ccc(-c2ccccc2C(F)(F)F)o1,-8.4%,?,-25.0%,20.7,-1.3,-1.7,-0.1,-0.6%,26.0%
O=C1CC(c2ccccc2)n2nc(NC(=O)c3cccnc3)nc2N1 (configuration not stated),/,/,/,-4.5,10.7,0.3,-0.5,/,/
Cc1cc(NC(=O)C(C)C)ncc1NC(=O)c1cccc(F)c1,2.6%,-19.2%,-6.6%,-6.5,4.5,-0.6,-1.0,-10.5%,-5.9%
CCN(CC(=O)NCc1ccc(F)cc1)CC(O)COCc1cccc(OC)c1 (configuration not stated),0.5%,-13.2%,-3.5%,0.9,-0.7,-1.0,-0.3,0.2%,0.6%
COC(=O)c1ccc(C2/C(=C(/O)c3ccc4c(c3)CC(C)O4)C(=O)C(=O)N2Cc2ccncc2)cc1 (configuration not stated),0.0%,-9.2%,-22.6%,-1.1,-1.7,0.9,0.4,-3.7%,1.0%
COc1ccc(-c2nc(CSCC(=O)NC3CCN(Cc4ccccc4)CC3)c(C)o2)cc1OC,18.1%,33.1%,-21.9%,4.7,2.7,0.6,0.0,3.0%,1.0%
COc1cccc(-n2nnc3c(=O)n(Cc4ccc(F)cc4)cnc32)c1,4.7%,18.4%,-10.1%,-9.2,-10.5,0.3,0.0,6.6%,0.0%
CCN(CC1CCCN(CCc2cccc(F)c2)C1)C(=O)c1cc(C)oc1C (configuration not stated),3.0%,-24.2%,-22.1%,/,-0.2,/,-0.3,-8.8%,-1.3%
Cc1ccc(-c2cc(=O)c3ccc(Cl)cc3[nH]2)cc1,-0.3%,6.2%[57.1 µM],-0.4%,-8.6,2.0,0.0,-0.2,5.6%[57.1 µM],-1.9%
O=c1c2c(ncn1Cc1ccccc1)nc1n2CCC1,-2.9%,15.1%,-11.4%,-11.8,3.3,-1.0,0.0,3.6%,0.5%
CC(C)C1Cc2c(sc3c2c(=O)n(Cc2ccccc2)c2nncn32)CO1 (configuration not stated),0.0%,7.5%[57.1 µM],-14.5%,-11.7,2.2,0.7,-0.2,8.9%[57.1 µM],6.0%
Nc1nc(SCc2c(F)cccc2Cl)[nH]c(=O)c1-c1ccccc1,1.7%,17.3%,5.3%,-13.5,2.6,0.5,-0.3,-5.9%,-5.6%
COc1cc(/C=C2\SC(=S)N(NC(=O)c3ccc(O)cc3)C2=O)ccc1O,-32.0%,8.4%[57.1 µM],?,-5.8,-1.4,35.5*,47.6*,4.4%[57.1 µM],?
Cc1nn(-c2ccccc2)c(N2CCCC2)c1/C=N/NC(=O)c1cc(-c2cccs2)nc2ccccc12,-0.6%,5.8%,-4.1%,-9.5,5.7,0.8,0.4,-2.4%,27.8%
CCc1ccccc1N(C(=O)CCC(=O)Nc1cc(C)on1)C(C(=O)NC1CCCC1)c1ccco1 (configuration not stated),-5.2%,9.6%[57.1 µM],-17.2%,15.4,-3.7,2.6,0.3,13.5%[57.1 µM],-5.9%
CCOC(=O)N1CCC(NC(=O)c2cc(C(=O)Nc3ccc(OCC)cc3)ccc2CO)CC1,2.2%,8.1%,-10.0%,-2.5,10.9,0.7,-0.6,4.0%[57.1 µM],-3.7%
Cn1c(C(=O)N2CCCC2)cc2c(=O)n(C)c3ccccc3c21,7.4%,6.8%,-11.5%,3.4,-2.6,-0.2,0.0,-5.0%,-3.0%
COc1ccc(-n2nc(C(=O)NCC(=O)N3CCC(C)CC3)c3ccccc3c2=O)cc1Cl,2.4%,108.4%[activator],-8.9%,/,3.1,/,-0.7,51.3%[activator],12.0%
COC(=O)c1c(NC(=O)COc2ccc(C)cc2Br)sc2c1CCCC2,9.3%,16.0%,-8.7%,/,-0.4,1.1,1.4,7.2%,0.4%
C/C(=N\NC(=O)c1ccc(O)cc1)c1ccc(NC(=O)Cc2ccccc2)cc1,2.4%,27.3%,-12.7%,2.0,-3.9,0.1,-0.8,-1.2%,-0.1%
Cc1ccc(S(=O)(=O)N2CCOc3ccccc32)c(C)c1NS(C)(=O)=O,0.5%,16.7%,-20.0%,-0.3,3.2,1.1,1.7,2.8%,-0.4%
Cc1ccc(S(=O)(=O)N2CCCCC2CCNC(=O)C(=O)NCc2ccncc2)cc1 (configuration not stated),10.8%,4.4%,-21.6%,-8.8,-4.7,0.4,-0.1,-4.0%,6.0%
O=C(CCN1CCN(S(=O)(=O)c2cccc([N+](=O)[O-])c2)CC1)Nc1ccccc1F,-1.9%,0.2%,-23.7%,-15.5,-9.1,0.9,-0.4,-0.9%,-2.7%
CCc1ccc(C(=O)COC(=O)[C@@H](NC(N)=O)[C@@H](C)CC)cc1,-0.7%,14.0%[11.4 µM],-6.1%,-22.8,5.6,-0.7,0.4,8.5%[57.1 µM],-0.2%
CCOC(=O)C1CCN(C(=O)Cn2c(-c3cccs3)cc3cc(Cl)ccc32)CC1,-6.5%,36.3%[activator],-22.5%,/,5.0,-1.3,-0.4,50.8%[activator],19.4%
COc1ccc(C(=O)Nc2ccc3c(c2)C(=O)NC3=O)cc1,-4.5%,1.3%,-3.3%,1.6,-2.4,0.3,0.2,8.1%,28.2%
COc1ccc(C2N(c3cccc(Cl)c3)C(=O)C3CCCN32)cc1 (configuration not stated),-1.8%,-9.7%[57.1 µM],-2.3%,10.3,-4.2,1.5,0.7,6.6%[57.1 µM],-5.5%
COC(=O)C1=C(N)Oc2cc(C)n(CCCn3ccnc3)c(=O)c2C1c1cccc(Cl)c1 (configuration not stated),5.3%,10.8%,-3.6%,18.9,3.5,-0.9,-1.1,-5.8%,0.5%
Cc1cccc(NC(=O)c2ccc3nc(C(C)C)oc3c2)c1C,5.2%,5.7%[57.1 µM],-8.8%,/,0.0,0.1,-0.2,4.4%[57.1 µM],1.1%
CC1CCN(C(=O)CN(C)S(=O)(=O)c2cccc3nsnc23)CC1,-0.8%,-12.1%,-1.2%,4.1,2.1,-0.3,-0.6,-10.6%,-2.9%
Cc1cc(NC(=O)c2cccc(S(=O)(=O)N3CCC(C)CC3)c2)no1,5.6%,-13.9%,-4.3%,-0.1,-3.3,-0.7,-0.9,-14.8%,-10.4%
O=C(NCCCN1CCCC1=O)c1ccc2c(=O)n(Cc3ccco3)c(=S)[nH]c2c1,3.4%,-44.8%[57.1 µM],-12.8%,0.5,19.7,0.7,-0.1,5.9%,1.2%
O=C1Nc2c(c(=O)[nH]c(=O)n2-c2ccccc2)C(C(F)(F)F)(C(F)(F)F)N1,5.5%,14.3%[57.1 µM],0.7%,-4.8,4.5,-0.9,0.6,7.1%[57.1 µM],4.7%
Cn1c(=O)c2c(nc(SCC(=O)NCc3ccc4c(c3)OCO4)n2Cc2ccc(F)cc2)n(C)c1=O,1.6%,5.1%[57.1 µM],-6.4%,-1.3,-7.2,-0.2,-0.3,1.9%[57.1 µM],-9.5%
O=C(Nc1ccc2[nH]ccc2c1)c1ccc(F)cc1,0.0%,15.5%,-10.7%,/,-6.0,/,-0.3,-8.2%,7.8%
COCc1[nH][nH]c(=O)c1/C=N/N1CCOCC1,-11.5%,5.8%,-13.2%,-20.9,-1.9,0.3,-0.1,-4.1%,-5.9%
Cc1ccc(S(=O)(=O)Nc2cc3c(cc2C)n(C)c(=O)c(=O)n3C)cc1,27.1%,0.2%[57.1 µM],-21.7%,/,-0.5,-0.4,-0.3,0.9%[57.1 µM],-1.2%
COc1cc(S(=O)(=O)Nc2ccccc2)ccc1NC=O,7.1%,18.7%,4.4%,-8.2,7.7,-0.1,-0.3,1.9%,-6.1%
Cc1cc(C)c(Nc2ncnc3c2cnn3C)c(C)c1,36.7%[activator],-14.7%[57.1 µM],-15.1%,/,4.0,-0.4,-0.5,-9.7%[57.1 µM],-14.9%
